Source: PubChem BioAssay
STAT1 act: increases IFN-gamma driven STAT1 reporter signal; NIH 3T3 STAT1-luciferase reporter, luminescence; 100% = IFN-gamma alone, no compound; activation (% of control), % at 5.5 µM; 2.6% of 200,000 active;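 active = activation above the screen-wide mean activation plus 3 SD, cut at about 130% in these data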;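 note: raw ratio to IFN-gamma control signal so 100% means no change and 0% no light; values of inactives mirror those of a sister screen read the other way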
TLR4-MyD88 BLA: TLR4-MyD88 interaction inhibition in cells; inhibition, % at 8.4 µM; 0.18% of 200,000 active; O00206+Q99836; HeLa CL3-4 TLR4/MyD88 BLA complementation, FRET ratio; AID 861; in the data active = inhibition above about 25%;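 note: 0% = vehicle and 100% = reference inhibitor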
APP transl inh: APP translation inhibition; SH-SY5Y APP 5'UTR-luciferase reporter, luminescence; inhibition, % at 2 µM; 0.82% of 190,000 active; AID 1285;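 active = inhibition above a set limit, derived from the sample mean plus 3 SD, cut at about 45% in these data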; note: values of inactives mirror those of a sister screen read the other way
Diaphorase inh: diaphorase inhibition or chemical oxidation counter-screen; diaphorase resazurin-to-resorufin fluorescence, NADH, 16 min; bacterial (C. kluyveri) enzyme, not human; inhibition, % at 20 µM; 0.69% of 190,000 active; AID 1217;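 active = primary screen inhibition at 20 µM above a set limit, cut at about 50% in these data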;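 note: plate controls were DMSO with full reaction for no effect and wells lacking NADH for full effect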
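material = Clostridium kluyveri diaphorase enzyme | amount = 0.14 U/mL diaphorase, enzyme working solution | schedule = incubation 16 min, room temperature | detection = fluorescence of resorufin formed from resazurin, Ex 544/Em 590 nm | benchmarks = positive control minus NADH, DMSO neutral control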
APP 5'UTR act: APP 5'UTR luciferase reporter activation; SH-SY5Y APP 5'UTR luciferase reporter, luminescence; zero percent = DMSO vehicle wells; activation, % at 2 µM; 1% of 190,000 active;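 active = activation above a set limit, based on mean plus 3 SD of controls, cut at about 140% in these data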; note: values of inactives mirror those of a sister screen read the other way
NF-kB expr up: NF-kB expression increase, human neuronal cells; NF-kB reporter expression; active compounds read high; fold change at 12.5 µM; 1.6% of 190,000 active; AID 1239; in the data active = fold change above about 3.3
FLuc stim CS: affects firefly luciferase, flagging false hits in luciferase stimulation screens | ATPlite luciferase biochemical, luminescence, 10 min; 0 = ATP-free wells, 1 = DMSO control | activation factor at 10 µM | 200,000 tested, under 10 active | AID 1027;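 active = luciferase activation factor, scaled between plate controls, of at least 2 with compound at 10 µM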
Target sequence (P08659 whole entry, looked up): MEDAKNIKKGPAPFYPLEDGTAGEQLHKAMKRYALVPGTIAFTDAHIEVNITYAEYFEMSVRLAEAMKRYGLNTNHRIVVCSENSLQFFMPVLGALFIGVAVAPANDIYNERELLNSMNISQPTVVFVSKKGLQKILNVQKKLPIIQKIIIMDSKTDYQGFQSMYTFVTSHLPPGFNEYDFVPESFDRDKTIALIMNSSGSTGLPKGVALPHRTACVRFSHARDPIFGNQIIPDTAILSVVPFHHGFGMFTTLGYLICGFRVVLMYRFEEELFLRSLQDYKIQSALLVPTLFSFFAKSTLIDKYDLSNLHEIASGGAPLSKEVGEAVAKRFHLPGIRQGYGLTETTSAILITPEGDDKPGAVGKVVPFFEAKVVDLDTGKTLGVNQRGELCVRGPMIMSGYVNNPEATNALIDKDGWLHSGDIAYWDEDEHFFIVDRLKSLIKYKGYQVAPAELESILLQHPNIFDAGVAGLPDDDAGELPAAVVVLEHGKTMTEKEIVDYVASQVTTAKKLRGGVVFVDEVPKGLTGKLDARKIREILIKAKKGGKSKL
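Assay system – cell-free luciferase reagent · Medium – PBS-based ATP solution · Dosing – test compounds dosed from 2 mM stocks in 100% DMSO · Timing – 10 min, room temperature · Technique – light output (luminescence) · Measure – luminescence gain marking luciferase activators · Controls – No-ATP low control, compound-free enzyme-plus-ATP high control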
FLuc inh counter: counter-screen for luciferase assay inhibitors: firefly luciferase inhibition | 1.5% of 200,000 active | ATPLite firefly luciferase biochemical luminescence, 10 min | P08659 | inhibition, % at 10 µM;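 active = inhibition above about 50% when tested at 10 µM, limit read from the data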
Diaphorase act: counter-screen for diaphorase-based assays: diaphorase activators and chemical reducers; 0.005% of 190,000 active; Diaphorase/resazurin coupled assay, resorufin fluorescence, 16 min; active compounds read high; 1 = vehicle wells, 0 = NADH-free wells; AID 1229; activation factor at 20 µM;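 active = diaphorase activity raised at least twofold by the compound at 20 µM; inactive = activation factor below 2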
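Material: Purified diaphorase enzyme from Clostridium kluyveri | Buffer or medium: 50 mM HEPES pH 7.4 with 4.542 mM MgCl2, 0.005% Tween 20 | Times: 16 min enzyme reaction, ambient temperature | Signal: Red resorufin fluorescence at 544/590 nm excitation/emission | Measure: Increased resorufin signal from activators or reducing compounds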
G6PDH CS: counter-screen for G6PDH assay hits: L. mesenteroides G6PDH inhibition; inhibition, % at 5 µM; 0.12% of 200,000 active; Purified L. mesenteroides G6PDH, diaphorase/resazurin coupled fluorescence, 45 min; in the data active = inhibition above about 50%
* marks the source's active call; other numbers are inactive results; . = no result given. This is a random part of the collection; any-hit rate near 5.6%.

mol	STAT1 act	TLR4-MyD88 BLA	APP transl inh	Diaphorase inh	APP 5'UTR act	NF-kB expr up	FLuc stim CS	FLuc inh counter	Diaphorase act	G6PDH CS
O=C(Cn1cnc2ccccc2c1=O)N1CCN(c2ccccc2)CC1	100.7	-8.1	-15.6	7.4	15.6	1.04	1	-1.6	0.9	-0.6
Cc1ccc(C)c(CSc2nc3[nH]ncc3c(=O)[nH]2)c1	102.3	3.6	84.8*	10.2	-84.8	0.74	1	-0.8	0.9	-7.2
O=C(Nc1ccccc1N1CCN(c2ccccc2)CC1)c1ccccc1F	109.1	4.1	-17.3	16.7	17.3	0.88	1	-4.3	0.8	10.8
CC(C)N(Cc1cnn(C)c1)Cc1nc(Cc2ccccc2Cl)no1	95.1	9.0	-7.5	10.7	7.5	1.03	1.1	-7.1	0.9	6.7
COc1ccc(-c2c(C#N)c(N)nc3sc(C(=O)c4ccc(C)cc4)c(N)c23)cc1	94.0	-5.6	-2.9	29.6	2.9	1.21	1	-4.0	0.7	-4.6
COC(=O)CSc1nnc(-c2sc3ccccc3c2Cl)o1	83.7	-4.1	4.3	3.8	-4.3	0.68	0.6	44.3	1	4.0
CC1CC(=O)N(c2ccc(NCc3ccc(Cl)cc3)c([N+](=O)[O-])c2)C1=O (stereo not drawn)	93.7	8.3	-6.1	22.5	6.1	1.53	1	-0.4	0.8	7.4
CCOC(=O)c1sc(NC(=O)CSc2n[nH]c(-c3ccncc3)n2)c(C#N)c1C	93.1	-10.9	8.8	10.6	-8.8	1.06	1	2.1	0.9	18.6
O=C(NCCO)c1ccc(Oc2ccc(C(F)(F)F)cc2[N+](=O)[O-])cc1	92.7	-10.1	0.8	21.5	-0.8	1.18	1.1	-10.9	0.8	18.3
CN(C)S(=O)(=O)c1ccc(N2CCCC2)c(C(=O)N2CCN(c3ccc([N+](=O)[O-])cc3)CC2)c1	105.4	-2.7	-0.3	0.0	0.3	0.87	1	-4.4	1	3.5
COc1cc(-n2c(=O)c3ccccc3n(Cc3cccc(F)c3)c2=O)cc(OC)c1OC	98.1	2.4	-3.8	6.9	3.8	1.01	1.1	-6.4	0.9	6.5
CCOC(=O)C(NCc1ccccc1OC)(NC(=O)c1ccccc1)C(F)(F)F (stereo not drawn)	91.2	-2.6	-5.4	5.3	5.4	0.99	1.1	-9.4	0.9	-2.0
Cc1ccc(-c2nc3ncccc3o2)cc1NC(=O)c1ccco1	101.9	-3.0	-21.5	.	21.5	.	.	.	.	.
CCN1c2ccccc2NC2N=C(OC)C(c3ccccc3)C21 (stereo not drawn)	101.2	-2.6	12.6	31.1	-12.6	0.55	1	1.4	0.7	12.7
C=CCNC(=O)C1CCN(c2ccc(S(=O)(=O)N3CCOCC3)cc2[N+](=O)[O-])CC1	95.3	-2.6	10.4	5.8	-10.4	1.02	1.1	-7.1	0.9	6.4
COC(=O)/C=C/c1ccc(-n2cncn2)cc1	101.3	-4.1	-23.2	1.9	23.2	1.34	0.9	6.3	1	4.0
Cc1ccc(NC(=O)C2(NC(=O)c3ccccn3)CCCCC2)cc1Br	93.2	2.4	-0.9	14.9	0.9	0.91	1.1	-5.2	0.9	0.9
CC(=O)C1=C(C)NC(SCC(=O)c2ccc(Cl)cc2Cl)=C(C#N)C1c1ccco1 (stereo not drawn)	98.1	-2.9	-12.4	33.5	12.4	0.88	1.1	-7.0	0.7	8.9
COc1ccc(CNC(=O)CCn2cccc2)cc1	104.5	-4.9	1.3	11.0	-1.3	1.06	1	-0.6	0.9	3.3
O=C(c1ccco1)N1CCN(C(=O)c2[nH]ncc2[N+](=O)[O-])CC1	96.0	-19.2	-5.1	4.5	5.1	0.86	1.1	-5.6	1	0.3
Cc1ccc(SCC(=O)NCCN2C(=O)CSC2=O)c(C)c1	88.8	-1.3	-0.4	16.5	0.4	0.94	1.1	-5.6	0.8	2.6
COc1cc(/C=C2\SC(=O)N(Cc3ccc(F)cc3)C2=O)cc([N+](=O)[O-])c1O	94.9	-4.0	-16.0	24.4	16.0	1.05	1	-4.5	0.8	18.8
CCNc1nc(N)nc(Oc2ccc(OCc3ccccc3)nn2)n1	103.5	10.2	-17.6	2.6	17.6	0.85	1	-1.0	1	0.6
CNC(=O)C(=O)N/N=C/c1ccc(Br)cc1	119.7	-11.8	7.0	7.0	-7.0	1.54	0.9	10.2	0.9	3.5
CN(C)c1nc(N)nc(-c2ccco2)n1	101.3	4.9	-7.1	13.4	7.1	1.02	1	-2.5	0.9	-2.4
O=c1ccc(-c2ccc([N+](=O)[O-])cc2)nn1-c1ccccc1	103.6	-9.1	-8.9	9.1	8.9	1.05	1	2.7	0.9	-0.9
O=C(Nc1ccncc1)c1cccs1	95.2	-5.1	8.8	-5.3	-8.8	0.99	1	-1.2	1.1	10.3
CCOc1ccc(NC(=O)CN2C(=O)C(C)SC(C)C2=O)cc1 (stereo not drawn)	106.6	-7.5	0.4	7.6	-0.5	0.99	1	-3.6	0.9	11.5
O=C(Cc1cccs1)N/N=C/C=C/c1ccccc1	118.2	5.9	-33.7	12.4	33.7	1.4	1	3.8	0.9	-2.3
Cc1ccc(S(=O)(=O)N2CCC(C(=O)NNS(=O)(=O)c3ccc(Cl)cc3)CC2)cc1	103.5	4.7	-11.2	-10.1	11.2	0.95	1	-3.8	1.1	11.8

The closing four entries of the section above open the next one.
mol	STAT1 act	TLR4-MyD88 BLA	APP transl inh	Diaphorase inh	APP 5'UTR act	NF-kB expr up	FLuc stim CS	FLuc inh counter	Diaphorase act	G6PDH CS
O=C(Nc1ccncc1)c1cccs1	95.2	-5.1	8.8	-5.3	-8.8	0.99	1	-1.2	1.1	10.3
CCOc1ccc(NC(=O)CN2C(=O)C(C)SC(C)C2=O)cc1 (stereo not drawn)	106.6	-7.5	0.4	7.6	-0.5	0.99	1	-3.6	0.9	11.5
O=C(Cc1cccs1)N/N=C/C=C/c1ccccc1	118.2	5.9	-33.7	12.4	33.7	1.4	1	3.8	0.9	-2.3
Cc1ccc(S(=O)(=O)N2CCC(C(=O)NNS(=O)(=O)c3ccc(Cl)cc3)CC2)cc1	103.5	4.7	-11.2	-10.1	11.2	0.95	1	-3.8	1.1	11.8
Cc1noc(C)c1COc1ccc(CC(=O)NCCc2ccccc2)cc1	96.8	-1.9	4.4	6.2	-4.4	0.85	1.1	-8.1	0.9	2.0
CC(=O)Nc1ccccc1C(=O)C(=O)Nc1cccc(C(=O)NCc2ccccc2)c1	91.8	-0.6	1.6	9.6	-1.6	1.21	1	-4.9	0.9	-5.0
CN(Cc1c(C(=O)N(C)Cc2ccccc2)nc2ccccn12)CC1Cc2ccccc2O1 (stereo not drawn)	94.0	8.9	-5.7	3.8	5.7	0.51	1	1.8	1	17.5
O=C(Nc1ccccc1)OC1CC2CC1C1CCCC21 (stereo not drawn)	162.2*	1.0	-121.3	21.8	121.3	2.9	0.7	27.7	0.8	4.7
CCN(CC)C(=O)N1CCN(S(=O)(=O)c2ccc(C)cc2)CC1	88.0	-9.1	-4.5	12.0	4.5	1.42	1	-0.9	0.9	7.7
C=CCn1c(SCc2c(F)cccc2Cl)nnc1-c1ccco1	98.1	-7.5	-9.7	11.5	9.7	0.93	1	-3.2	0.9	9.7
O=C(COc1cccc(Oc2ccccc2)c1)Nc1ncccn1	103.6	1.8	-22.3	10.7	22.3	1.15	1	1.4	0.9	-6.5
CCOC(=O)Cc1csc(NC(=O)COc2ccc3c(C)cc(=O)oc3c2)n1	101.8	-17.7	23.4	0.5	-23.4	0.61	1	-0.6	1	14.8
c1cc2c(cc1CN1CCOCC1)OCO2	106.4	-3.1	-15.1	10.1	15.1	0.94	1.1	-5.0	0.9	2.6
Cn1c(SCC(=O)N2CCN(C(=O)c3ccco3)CC2)nnc1-c1ccc(NS(C)(=O)=O)cc1	98.2	-5.3	22.2	13.6	-22.2	1.02	1	-3.1	0.9	12.6
N#Cc1ccc(N2C(=O)[C@@H]3C(C(=O)c4ccc5ccccc5n4)=NN[C@@H]3C2=O)cc1	106.9	2.2	7.4	-3.7	-7.4	1	1	-0.3	1	11.7
O=C1Nc2ccc(S(=O)(=O)NCc3ccccn3)c3cccc1c23	104.5	-5.1	6.1	16.0	-6.1	0.76	1	-4.8	0.8	4.9
CCOC(=O)C1CCCN(C(=O)c2ccccc2NC(C)=O)C1 (stereo not drawn)	93.1	7.8	7.5	19.1	-7.5	1.18	1.1	-5.5	0.8	15.3
C(=N\Nc1nc(Nc2ccccc2)nc(Nc2ccccc2)n1)/c1ccncc1	99.6	-1.3	14.1	12.2	-14.1	1.3	1	-3.4	0.9	10.8
O=C(CSc1ccccc1C(=O)NCc1ccccc1)NC12CC3CC(CC(C3)C1)C2	94.9	1.8	3.1	14.1	-3.1	0.73	1	2.2	0.9	-9.7
COc1ccc(CC(=O)Nn2c(-c3ccccc3)nc3ccccc3c2=O)cc1	98.8	-21.9	-15.9	7.5	15.9	1.15	1.1	-7.0	0.9	7.9
CCN(C#N)c1nc(NC(C)C)nc(NC(C)(C)C)n1	97.8	1.2	-11.3	9.6	11.3	0.99	1.1	-5.6	0.9	6.7
